APJ ag: agonists of human apelin receptor APJ, primary screen, CHO-K1 cells, PathHunter beta-arrestin, luminescence | P35414 | 0% DMSO wells, 100% apelin | activation, % at 20 µM | 330,000 tested, 0.11% active | AID 2520, 2010;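 active = activation more than six SD over the plate average, tested at 20 µM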;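 also: 0% = DMSO alone and 100% = apelin-13 at 10 nM; some results filed as inactive read as strong as hits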
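assay system = CHO-K1 APJ beta-arrestin complementation cell line | input = cell density 1000 per well | dosing = compound 20 µM once, DMSO 1% | timing = compound 90 min 25 °C, reagent 1 h | measured by = luminescence from split beta-galactosidase complementation, Galacton Star/Emerald II substrate | read-out basis = APJ agonist activity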
UBC13 polyUb: UBC13 polyubiquitin chain formation inhibitors, primary screen, biochemical, TR-FRET, uHTS. inhibition, % at 20 µM. 330,000 tested, 0.47% active. AID 485273, 2010; in the data active = inhibition above about 45%, passing the limit was not always enough
Target sequence (P61088 whole entry, looked up): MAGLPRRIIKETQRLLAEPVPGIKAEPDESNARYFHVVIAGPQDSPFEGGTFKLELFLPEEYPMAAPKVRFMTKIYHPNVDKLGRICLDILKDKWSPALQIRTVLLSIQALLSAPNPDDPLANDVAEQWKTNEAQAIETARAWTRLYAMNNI
CXCR6 block: CXCR6 receptor inhibitors, primary screen, cell-based, beta-arrestin, luminescence, CHO-K1 PathHunter, 1536-well | inhibition, % at 20 µM | 360,000 tested, 0.36% active | C-X-C chemokine receptor type 6 (Homo sapiens), O00574; in the data active = inhibition above about 34%, passing the limit was not always enough;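 also: antagonist mode with CXCL16 agonist at 10 nM final; 0% = 10 nM CXCL16 with DMSO and 100% = unstimulated wells without agonist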
EBI2 antag: EBI2 receptor antagonists, beta-arrestin recruitment, primary screen, cell-based, luminescence, 7a,25-OHC stimulation, uHTS; G-protein coupled receptor 183 (Homo sapiens), P32249; 7a,25-OHC stimulated; AID 651636, 2012; inhibition, % at 5 µM; 360,000 tested, 0.81% active; in the data active = inhibition above about 38%;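 also: enzyme fragment complementation signal reports receptor beta-arrestin coupling in cells; 0% = agonist plus DMSO wells and 100% = wells without agonist; some results beyond the cut were filed as inactive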
Target sequence (P32249 whole entry, looked up, the tested form may be a part): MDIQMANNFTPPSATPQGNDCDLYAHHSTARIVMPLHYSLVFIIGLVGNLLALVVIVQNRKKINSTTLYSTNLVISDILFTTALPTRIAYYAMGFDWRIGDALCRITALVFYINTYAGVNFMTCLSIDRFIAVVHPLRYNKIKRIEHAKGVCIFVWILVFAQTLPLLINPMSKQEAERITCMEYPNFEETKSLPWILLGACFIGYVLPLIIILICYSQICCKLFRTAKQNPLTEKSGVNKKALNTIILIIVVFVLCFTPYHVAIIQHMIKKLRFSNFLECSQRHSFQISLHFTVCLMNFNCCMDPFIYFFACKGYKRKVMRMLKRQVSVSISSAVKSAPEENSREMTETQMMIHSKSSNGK
CCR6 antagonist: CCR6 receptor antagonists, primary screen, cell-based, CHO-K1, luminescence, beta-arrestin, uHTS; C-C chemokine receptor type 6 (Homo sapiens), P51684; CHO-K1 CCR6 PathHunter beta-arrestin, CCL20-stimulated; inhibition, % at 20 µM; 340,000 tested, 0.49% active; AID 493098, 2011;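 active = compounds whose inhibition of the agonist-driven luminescence signal at 20 µM reaches about 50%, limit read from the data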;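 also: cells stimulated with CCL20 at 14 nM final; plate controls were DMSO with CCL20 for no effect and DMSO without agonist for full effect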
ATG4B inh: ATG4B protease inhibitors, primary screen, biochemical, fluorescence, uHTS | ATG4B cleavage of LC3-PLA2, NBD-HPC fluorescence, 1 h | inhibition, % at 8.33 µM | 340,000 tested, 0.51% active; in the data active = inhibition above about 40%
Target sequence (Q9Y4P1 whole entry, looked up): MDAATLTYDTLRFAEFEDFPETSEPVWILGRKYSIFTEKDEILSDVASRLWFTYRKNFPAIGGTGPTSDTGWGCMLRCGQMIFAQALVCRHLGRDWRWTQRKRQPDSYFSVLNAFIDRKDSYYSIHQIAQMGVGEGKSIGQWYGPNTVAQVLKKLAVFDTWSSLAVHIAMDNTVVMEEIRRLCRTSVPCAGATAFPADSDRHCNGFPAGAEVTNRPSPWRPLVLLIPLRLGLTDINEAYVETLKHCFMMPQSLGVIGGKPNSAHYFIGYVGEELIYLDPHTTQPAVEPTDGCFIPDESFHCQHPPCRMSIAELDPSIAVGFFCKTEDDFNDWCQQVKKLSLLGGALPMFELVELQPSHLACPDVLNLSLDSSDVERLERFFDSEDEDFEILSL
APJ antag: antagonists of human apelin receptor APJ, primary screen, CHO-K1 cells, beta-arrestin complementation, luminescence. inhibition, % at 20 µM. 330,000 tested, 0.32% active. AID 2521, 2010;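 active = inhibition above about 40% at 20 µM, limit read from the data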;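 also: cells challenged with 10 nM apelin-13 agonist together with compound; plate controls were apelin-13 plus DMSO wells for no effect and DMSO wells lacking apelin-13 for full effect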
Gli-Sufu block: Gli-Sufu pathway antagonists, primary screen, luciferase luminescence, Sufu-KO-LIGHT cells, uHTS. 340,000 tested, 0.74% active. AID 588413, 2011. inhibition, % at 5 µM. Sufu-KO-LIGHT fibroblasts, Gli luciferase reporter luminescence;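 active = inhibition above about 55%, limit read from the data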;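 also: 0% = DMSO-treated cells and 100% = wells with medium but no cells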
* = called active by the depositor; / = no result given. Rows were taken by chance. Share with any hit: about 3%.

SMILES	APJ ag	UBC13 polyUb	CXCR6 block	EBI2 antag	CCR6 antagonist	ATG4B inh	APJ antag	Gli-Sufu block
COc1ccc(NC(=O)CN(c2cc(C)cc(C)c2)S(=O)(=O)c2c(C)noc2C)cc1	2.6	-3.6	-2.1	4.1	1.4	-5.1	-4.8	8.6
CCOc1ccc(NC(=O)CN2CCN(CC(=O)Nc3ccc(C(=O)OC)cc3)CC2)cc1	2.5	-12.4	-2.0	15.1	2.9	3.6	-26.5	-5.2
Cc1ccc(C(=O)Nc2ccncc2)cc1[N+](=O)[O-]	0.0	3.4	-2.6	-10.2	-6.3	-1.3	-17.2	-7.3
NC(=O)C1CCN(C(=O)CCSc2ccc(Cl)cc2)CC1	-1.6	-3.9	-0.4	7.1	1.7	1.1	-3.5	-8.8
O=C(Cn1c(=O)n(CC2CCCO2)c(=O)c2ccccc21)c1ccccc1 (stereo not drawn)	-1.7	-4.1	-0.8	-3.0	4.3	3.6	15.6	-0.2
CCC(CO)Oc1cc(NCc2ccccc2C(F)(F)F)c2ncn(C(C)C)c2c1 (stereo not drawn)	-1.2	6.9	-4.6	-6.1	27.1	24.3	-11.7	5.7
Cc1ccc2cc(C#N)c(NCCNC(=O)C3CCC3)nc2c1C	0.4	11.0	-10.8	-1.7	0.2	2.6	-14.8	0.5
Clc1ccc2[nH]c3c(N4CCC5(CC4)OCCO5)ncnc3c2c1	1.3	2.5	/	/	-1.5	-5.3	-14.7	38.4
CCOC(=O)c1c(C)c(C)n(Cc2ccc(OC)c(OC)c2)c1C	-0.5	12.5	-3.7	-3.7	12.8	-3.5	16.0	13.9
O=C(Cn1cc([N+](=O)[O-])cn1)Nc1ccc(Cn2cc(Br)cn2)cc1	-2.6	-17.9	-8.1	-7.8	-3.0	-5.0	9.0	2.0
COc1cc(C#N)c(NS(=O)(=O)c2ccc3[nH]c(=O)sc3c2)cc1OC	1.0	-7.2	-1.7	-4.1	8.4	-1.6	-21.5	-27.5
CCOC(=O)Cc1csc(NC(=O)c2ccco2)n1	-3.5	3.7	3.3	-7.4	-11.0	2.8	-12.6	-26.0
COc1cccc(NC(=S)N(C)C2CCN(C)CC2)c1	-0.9	4.1	9.9	-4.1	9.6	-1.3	15.1	3.3
COc1cccc(OC)c1C(=O)Nc1ccc(S(=O)(=O)Nc2cc(C)nc(C)n2)cc1	-4.7	-5.5	-7.3	0.1	-3.6	-2.9	-6.0	1.2
N=c1ccn(Cc2cccc(F)c2)cc1	3.0	-3.4	-7.7	0.7	-0.1	-5.1	0.5	-1.8

Complete entries from above. Order of screens: APJ ag, UBC13 polyUb, CXCR6 block, EBI2 antag, CCR6 antagonist, ATG4B inh, APJ antag, Gli-Sufu block
CCOc1ccc(NC(=O)CN2CCN(CC(=O)Nc3ccc(C(=O)OC)cc3)CC2)cc1 is entered as 2.5, -12.4, -2.0, 15.1, 2.9, 3.6, -26.5, -5.2
N=c1ccn(Cc2cccc(F)c2)cc1 is entered as 3.0, -3.4, -7.7, 0.7, -0.1, -5.1, 0.5, -1.8
COc1cccc(OC)c1C(=O)Nc1ccc(S(=O)(=O)Nc2cc(C)nc(C)n2)cc1 is entered as -4.7, -5.5, -7.3, 0.1, -3.6, -2.9, -6.0, 1.2
CCC(CO)Oc1cc(NCc2ccccc2C(F)(F)F)c2ncn(C(C)C)c2c1 (stereo not drawn) is entered as -1.2, 6.9, -4.6, -6.1, 27.1, 24.3, -11.7, 5.7
Cc1ccc2cc(C#N)c(NCCNC(=O)C3CCC3)nc2c1C is entered as 0.4, 11.0, -10.8, -1.7, 0.2, 2.6, -14.8, 0.5

(further entries)
SMILES	APJ ag	UBC13 polyUb	CXCR6 block	EBI2 antag	CCR6 antagonist	ATG4B inh	APJ antag	Gli-Sufu block
O=C(c1ccc(-c2ccccc2)cc1)C1CCCN(C(=O)c2cncs2)C1 (stereo not drawn)	1.3	-1.4	-0.3	27.5	10.6	0.9	3.5	0.9
O=S(=O)(NCc1ccccc1)c1cccc(S(=O)(=O)N2CCOCC2)c1	1.1	-20.1	4.4	-11.3	-2.2	0.5	8.5	9.8
Nc1c(C(=O)CSc2nccn2-c2cccc(F)c2)c(=O)[nH]c(=O)n1C1CC1	-3.1	-0.2	-0.6	7.9	3.1	-0.3	18.8	-9.4
COc1ccc(CNC(=O)CN2CCN(c3ccccc3O)CC2)cc1OC	0.9	2.9	-7.9	9.1	9.0	-9.4	-7.3	1.1
COC1=C(Br)C(=O)c2ncccc2C1=O	/	/	58.8*	-27.2	78.7*	68.8*	/	16.3
CCc1ccc(C(O)(c2ccccc2OC)C(CN2CCOCC2)c2ccccc2)cc1 (stereo not drawn)	-3.8	4.3	-1.4	12.3	11.9	-7.1	5.4	0.2
COc1cc(OC)c(N(C)C(=O)CCNC(=O)Cn2cnc3ccccc3c2=O)cc1Cl	-2.4	-5.8	-3.3	-1.9	7.3	-0.6	-13.9	-26.0
COc1ccccc1C(=O)N1CCN(c2ccc(N3CCOCC3)nn2)CC1	-1.8	9.9	-6.0	9.5	-1.7	-4.1	1.4	0.4
CC1CN(C(=O)COc2ccc3ccccc3c2Br)CC(C)O1 (stereo not drawn)	-8.7	-10.3	0.4	0.7	9.9	-9.9	4.2	-1.9
CN(Cc1ccccc1)C(=O)CSc1nc2ccccc2[nH]1	1.9	0.6	10.9	8.7	22.4	-9.1	7.2	-12.5
N#Cc1ccccc1NC1=CC(=O)CCC1	0.2	3.0	-5.0	-3.5	7.8	-13.2	14.9	0.0
Cc1ccc(NC(=O)Cc2csc(-c3ccccc3)n2)cc1F	-4.8	13.4	-3.6	-9.8	10.1	-0.1	1.7	-21.0
CCSc1nnc(NC(=O)C2C3C=CC(C3)C2C(=O)O)s1 (stereo not drawn)	-3.0	-0.5	-10.3	-2.6	-1.8	-8.9	25.7	-0.8
O=C(N/N=C/c1ccccc1C(=O)O)C(=O)N1CCCCC1	-3.1	1.4	-3.1	-4.1	6.7	-6.6	14.4	-3.7
COc1ccccc1N1CCN(C(=O)C2CCN(S(=O)(=O)c3ccc4c(c3)CC(C)N4C(=O)C3CC3)CC2)CC1 (stereo not drawn)	-0.2	-2.4	-7.4	11.1	4.1	-5.2	-25.0	11.3
CC(C)c1ccc(NC(=O)NCc2ccc(F)cc2)cc1	0.0	6.9	-10.2	-6.5	14.1	60.8*	7.4	-6.0
CCn1c(SC(C)C(=O)O)nc2sc3c(c2c1=O)CCC3 (stereo not drawn)	1.7	-14.2	-1.7	-10.0	-8.5	-4.4	-16.8	-7.7
O=S(=O)(/N=C(/Nc1cccc2ccccc12)c1ccccc1)c1ccc(Br)cc1	-3.9	2.6	12.3	17.9	-1.2	-2.4	20.6	4.1
O=C(Oc1cc2oc(=O)cc(-c3ccccc3)c2cc1Cl)C1CCCCC1	-1.9	2.1	1.6	-16.0	-12.0	-2.1	3.9	-5.7
CCCCN1CC2([N+](=O)[O-])C=CC(=O)C([N+](=O)[O-])(C1)C2CC(=O)c1ccccc1 (stereo not drawn)	2.3	-42.0	-1.0	-1.0	15.4	0.6	-19.2	-0.4
Oc1ccc(N=Nc2cccc(Cl)c2)cc1C=Nc1ccc(N2CCOCC2)cc1	/	/	32.6	-24.9	20.2	12.9	/	-3.6
COc1cc(NC(=S)NCc2cccnc2)cc(OC)c1OC	-3.1	0.1	-1.9	-12.9	14.1	-6.3	-1.5	14.5
COc1ccc(/C=N/Nc2cn[nH]c(=O)c2Cl)cc1	-2.9	-13.3	3.7	-8.9	1.5	-3.9	2.8	-8.5
COc1ccc(Cn2nnnc2C(c2cc3cc(C)ccc3[nH]c2=O)N2CCN(C)CC2)cc1 (stereo not drawn)	-2.6	14.7	3.3	3.9	7.6	6.5	5.7	0.5
CSc1ccccc1C(=O)NCCCOC(C)C	-3.0	-6.3	0.8	-5.3	-4.2	-9.4	-10.5	3.5
CCn1c2ccccc2c2cc(C#N)c(N)nc21	-1.5	11.9	-7.6	-1.0	-2.3	-12.2	-0.2	0.2
CCOc1ccc(S(=O)(=O)NCCC(=O)NCC(C)(C)N2CCOCC2)cc1	-2.6	2.6	3.9	-2.2	3.9	-11.3	18.2	2.8
COc1ccc(Cn2cnc3sccc3c2=O)cc1	-1.8	13.3	10.9	-7.1	-0.8	-20.7	3.6	-58.3
Cc1cccc(C(C)C)c1NC(=O)C1CCN(S(=O)(=O)c2ccccc2)CC1	-4.0	-9.4	-2.5	4.9	-4.2	-2.1	-37.2	-4.7
c1coc(CNCCCN2CCOCC2)c1	-1.8	-0.7	-0.3	-14.8	-6.3	-5.6	-1.2	1.5
COCCN(C(=O)c1cc(Cl)ccn1)c1c(N)n(Cc2ccccc2)c(=O)[nH]c1=O	-0.4	-0.1	8.5	-9.9	17.8	2.5	-4.0	-7.3
COc1cc(/C=C/C(=O)OCC(=O)N(C)C2CCS(=O)(=O)C2)ccc1OC(F)F (stereo not drawn)	1.5	-3.9	5.4	-4.9	2.5	0.5	10.8	-6.5
Cc1ccc(S(=O)(=O)NCCc2ccccc2)cc1	-1.1	-1.7	-3.3	-2.8	3.2	-6.0	3.0	2.1
Cc1onc(-c2ccccc2Cl)c1C(=O)Nc1nnc(-c2ccc(Br)cc2)s1	-0.6	-25.7	-2.1	-2.8	-0.4	5.7	1.9	-15.1
Cc1sc2ncnc(SCC(=O)NNC(=O)c3ccco3)c2c1C	-0.2	8.6	-5.7	-8.4	-5.9	-3.6	7.0	-10.1
CCOC(=O)c1c(C)oc2ccc(O)c(CN3CCCCC3)c12	-1.7	1.3	-5.2	7.5	13.3	4.1	11.8	7.7
COc1ccc(S(=O)(=O)N(C)C[C@H]2Oc3c(NC(=O)Nc4ccccc4)cccc3C(=O)N([C@H](C)CO)C[C@@H]2C)cc1	/	/	-0.1	7.3	-2.5	-8.3	/	4.0
CCOC(=O)c1cnc(SC)nc1Oc1cccc(NS(=O)(=O)c2ccc(F)cc2)c1	-5.4	1.3	-5.2	9.9	-11.7	6.1	6.6	10.1
COc1ccc(C(=O)OCC(=O)c2cc(OC)ccc2OC)c(OC)c1	-0.6	7.3	3.7	14.8	14.1	-13.6	-8.4	0.3
O=C1C2(CCCC13COC(c1ccc(O)cc1)OC3)COC(c1ccc(O)cc1)OC2 (stereo not drawn)	-1.7	2.2	/	/	-2.2	-2.5	6.9	0.3
O=C(C1CCN(S(=O)(=O)c2cccnc2)CC1)N1CCCCC1	5.5	7.5	0.4	1.5	-1.4	-0.4	-11.7	-0.9
COc1ccccc1N1CCN(S(C)(=O)=O)CC1	-1.0	-0.4	-3.3	5.9	1.7	-2.4	-10.8	-4.0
COc1ccccc1/C=N/NC(=O)CSc1cc(C)nc2ccccc12	-2.5	33.9	-0.1	-3.2	-10.1	-11.4	-7.4	6.3
CC(OC(=O)C1CC(=O)N(Cc2ccco2)C1)C(=O)Nc1cccc(C#N)c1 (stereo not drawn)	-7.4	-2.9	8.1	-6.6	-9.6	-2.2	4.8	-4.2
CC(=O)N1CCN(C(=O)c2ccc(Cl)c(S(=O)(=O)N3CCCCCC3)c2)CC1	-2.9	3.5	-1.9	1.6	-15.9	-8.1	-6.5	-5.6
O=C(COc1ccccc1/C=C1\SC(=O)NC1=O)Nc1ccc(F)cc1	-1.2	-32.4	-0.1	-14.0	8.4	0.8	-33.8	4.3
COc1cccc(NC(=S)NCc2ccc3c(c2)cc(C)n3C)c1	/	/	15.6	14.9	-0.6	0.2	/	-0.1
COc1ccc(S(=O)(=O)N2CCCCCC2)cc1C(=O)N1CCCCC1	3.8	-3.8	4.7	-9.8	12.5	3.8	-7.3	8.6
Cc1ccc(F)cc1NC(=O)c1ccc(NS(=O)(=O)c2ccc(Br)s2)cc1	-1.6	-8.2	-11.3	-3.9	2.8	-5.5	-4.9	12.7
